Assay outcomes (PubChem)
KCNQ2 block = KCNQ2 potassium channel inhibitors, primary screen, cell-based, CHO-K1, FluxOR thallium flux, B-score (AID 2156). Potassium voltage-gated channel subfamily KQT member 2 (Rattus norvegicus), O88943. 20 min; active compounds read low. B-score at 10 µM. hit rate 1.1% among 310,000;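 active means fluorescence ratio B-score at most minus 3 library SDs, with starting brightness B-score within 2 library SDs, cut at about -5.5 in these data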
CHT block = inhibitors of human choline transporter CHT | High affinity choline transporter 1 (Homo sapiens), Q9GZV3 | CHT-expressing cells, membrane potential dye, choline response; active compounds read low | B-score at 10 µM | hit rate 0.86% among 310,000 | AID 488975, 2010;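 active means B-score over 3 SD under the library average, and starting fluorescence ratio not unusually high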;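 further: choline stimulus applied at its EC90 after an EC20 pre-addition; B-score computed on integrated fluorescence ratio after choline addition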
Target sequence (Q9GZV3 whole entry, looked up): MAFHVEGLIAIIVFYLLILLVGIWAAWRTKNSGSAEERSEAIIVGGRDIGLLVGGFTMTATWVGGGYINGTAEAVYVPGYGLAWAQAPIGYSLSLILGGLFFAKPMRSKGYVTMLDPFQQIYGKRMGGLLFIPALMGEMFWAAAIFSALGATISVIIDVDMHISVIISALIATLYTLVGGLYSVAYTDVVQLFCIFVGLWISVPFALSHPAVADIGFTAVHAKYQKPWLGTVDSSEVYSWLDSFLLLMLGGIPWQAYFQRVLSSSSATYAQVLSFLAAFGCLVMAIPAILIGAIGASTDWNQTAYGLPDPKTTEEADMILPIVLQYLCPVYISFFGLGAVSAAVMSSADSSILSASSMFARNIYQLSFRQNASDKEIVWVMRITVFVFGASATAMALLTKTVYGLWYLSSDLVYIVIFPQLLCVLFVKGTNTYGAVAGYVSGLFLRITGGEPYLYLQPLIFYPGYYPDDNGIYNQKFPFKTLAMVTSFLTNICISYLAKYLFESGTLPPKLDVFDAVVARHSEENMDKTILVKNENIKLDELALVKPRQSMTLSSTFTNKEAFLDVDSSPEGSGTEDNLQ
Kir21 inh = inhibitors of mouse Kir2.1 inward-rectifier potassium channel; Inward rectifier potassium channel 2 (Mus musculus), P35561; HEK293-Kir2.1, FluxOR thallium flux fluorescence; active compounds read low; B-score at 10 µM; hit rate 0.85% among 310,000; AID 1672, 2009;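 active means fluorescence ratio B-score at or below minus 3 SD of library scores, with starting-brightness B-score within 2 SD, cut at about -4.2 in these data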;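 further: channel flux triggered by added potassium and thallium sulfate stimulus; B-score of peak minus minimum fluorescence over baseline after thallium stimulus; more negative B-score means stronger Kir2.1 block with less thallium influx; some compounds called inactive have numbers as strong as hits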
Target sequence (P35561 whole entry, looked up): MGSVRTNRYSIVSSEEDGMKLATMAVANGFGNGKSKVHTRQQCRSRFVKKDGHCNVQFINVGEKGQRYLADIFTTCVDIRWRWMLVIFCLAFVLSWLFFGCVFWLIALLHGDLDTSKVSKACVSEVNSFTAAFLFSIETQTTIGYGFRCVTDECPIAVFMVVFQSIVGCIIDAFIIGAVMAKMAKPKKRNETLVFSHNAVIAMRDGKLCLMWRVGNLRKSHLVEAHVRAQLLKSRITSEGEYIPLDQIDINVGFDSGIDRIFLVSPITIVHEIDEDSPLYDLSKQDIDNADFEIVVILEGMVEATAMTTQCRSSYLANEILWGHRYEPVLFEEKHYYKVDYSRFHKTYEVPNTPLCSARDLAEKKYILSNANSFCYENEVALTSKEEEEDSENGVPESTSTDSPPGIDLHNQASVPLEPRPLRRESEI
Starred values were filed as active, the others as inactive; i = inactive; nt = no result given.

SMILES	KCNQ2 block	CHT block	Kir21 inh
CC(C)C1Nc2ccc(S(=O)(=O)N3CCOCC3)cc2NC1=O (stereo not given)	i	i	1.35
CC(=O)Oc1cc(C)cc2oc(=O)cc(-c3ccccc3)c12	i	i	0
C=CCn1c(SCC(=O)NC2CCCC2)nnc1-c1ccccn1	i	i	-0.52
COc1cc(OC)c(NC(=S)Nc2cc(Cl)cc(Cl)c2)cc1Cl	i	i	-1.04
COCCN=c1scc(-c2cccs2)n1/N=C/c1ccc(O)c(O)c1O	i	i	1.8
CCC(=O)Nc1nnc(C)s1	i	nt	-0.58
COc1ccc(C(=O)Nc2ccccc2)cc1S(=O)(=O)Nc1cc(C)on1	i	i	2.42
Cc1ccc(S(=O)(=O)NCCOCCNS(=O)(=O)c2ccc(C)cc2)cc1	i	i	-2.45
CCOc1cc(/C=N/n2cnnc2)ccc1OS(=O)(=O)c1ccccc1	i	i	-1.9
CCN(CC)S(=O)(=O)c1ccc2c(c1)CC(C(=O)N1CCCC1)N2C(C)=O (stereo not given)	i	i	-1.34
CC(/C=C/C(=O)c1ccc(C)cc1)=C\c1ccccc1	i	i	-0.72
COc1ccc(NC(=O)C(NS(=O)(=O)c2ccc3c(c2)CCCN3C(C)=O)C(C)C)c(OC)c1 (stereo not given)	i	i	-0.64
COc1cc(C(=O)NCCN2C(=O)S/C(=C\c3ccc(F)cc3)C2=O)ccc1OCC(=O)N1CCOCC1	i	i	-2.14
O=C(CN1C(=O)CCS(=O)(=O)c2ccccc21)NCCc1ccccc1	i	i	0.14
CCn1c(=O)c(C(=O)NNS(=O)(=O)c2ccc(NC(=O)OC)cc2)c(O)c2ccccc21	i	i	0.55
CC(C)N1CCN(Cc2cccn2-c2nccs2)CC1CCO (stereo not given)	i	i	0.06
Cc1cc(Cl)c(OCCOCCN2CCCC(C)C2)c(Br)c1 (stereo not given)	i	i	-4.28*
O=C(CSc1nc(-c2ccco2)cc(C(F)(F)F)n1)N1CCN(c2ccc(Cl)cc2)CC1	i	i	0.37
CN(C)CCCN(C(=O)c1cc(Cl)sc1Cl)c1nc2cc3c(cc2s1)OCO3	i	i	-4.02
CCCCCn1c(CN2CCN(C(=O)c3ccco3)CC2)nc2c1c(=O)n(C)c(=O)n2C	i	i	-0.88
Cc1cccnc1NC(=O)c1c(O)c2cccc3c2n(c1=O)CCC3	i	i	-0.83
CCN(C(=O)Cn1c(=O)oc2ccccc21)C1CCS(=O)(=O)C1 (stereo not given)	i	i	1.59
N/C(=N\OC(=O)c1cccc(Cl)c1)c1ccccn1	i	i	1.18
O=C(O)c1ccc(NCCc2ccc(Cl)cc2)c([N+](=O)[O-])c1	i	i	0.24
CC1=C(C(=O)Nc2cccnc2)C(c2ccccn2)n2nnnc2N1 (stereo not given)	i	i	-0.04
N#Cc1nc(-c2cccs2)oc1NCc1ccc2c(c1)OCO2	i	i	0.24
COc1ccc(-c2csc(Nc3ncccn3)n2)cc1C	i	i	0.9
COc1ccccc1N1CCN(CC(=O)NCCc2ccc(S(N)(=O)=O)cc2)CC1	i	i	1.35
Cc1ccc(C)c(Cn2nnc3c(=O)[nH]c(C4CCN(S(=O)(=O)c5ccc(S(=O)(=O)NC6CC6)cc5)CC4)nc32)c1	i	i	0.82
Cc1ccc(NC(=O)Cn2nnc(C(=O)NCc3cccs3)c2N)c(C)c1	i	i	-0.22
Cc1occc1-c1nnc(SCC(=O)N(C)C)o1	i	i	0.59
CCOC(=O)C1(CCOc2ccccc2)CCN(Cc2ccncc2)CC1	i	i	-0.04
Cc1cccc(Sc2ccc([N+](=O)[O-])cn2)c1	i	i	0.75
COc1ccc(Cc2nnc(NC(=O)c3ccc(F)cc3)s2)cc1OC	i	i	0
CCN(CC)CC(=O)Nc1sc2c(c1C(=O)c1ccccc1OC)CCC2	i	i	-1.22
COC(=O)Cn1c2[n+](c3ccccc31)CC(O)CS2 (stereo not given)	i	i	-1.12
CCN(CC)CCCNC(=O)C1CCCN(c2nnc(N3CCCC3=O)s2)C1 (stereo not given)	i	i	0.85
O=[N+]([O-])c1ccc(O)c(C(C#Cc2ccccc2)N2CCOCC2)c1 (stereo not given)	i	i	-1.58
O=c1[nH]c2cc3c(cc2cc1CN(Cc1nnnn1C1CCCC1)C1CCCC1)OCCO3	i	i	-0.12
COc1ccc(C[C@H]2CN3C(=NC[C@@H]3Cc3ccccc3)N2CCNC(=O)CCC2CCCCC2)cc1	i	i	-10.7*
COc1ccc(C)cc1NC(=O)CN1CCN(CC(=O)Nc2ccccc2F)CC1	i	i	-0.35
COC(=O)Cn1c(=NC(=O)c2cccc(OC)c2)sc2cc(OC)ccc21	i	i	2.37
Cc1csc(NC(=O)CN2C(=O)C3CC=CCC3C2=O)n1 (stereo not given)	i	i	0.9
O=C(C1CCCN(S(=O)(=O)c2cccc3nonc23)C1)N1CCN(c2ccccc2Cl)CC1 (stereo not given)	i	i	0.5
COc1cc(OC)c(-n2cc(-c3ccc(OC)c(OC)c3)[nH]c2=S)cc1Cl	i	i	-0.4
Cc1noc(C)c1COc1ccccc1C(=O)NNC(=O)c1ccccc1	i	i	-0.34
CCc1cccc(NC(=O)CN(C)S(=O)(=O)c2cccs2)c1	i	i	1
O=C(COC(=O)C1COc2ccccc2O1)Nc1cccc(S(=O)(=O)N2CCCCC2)c1 (stereo not given)	i	i	0.35

Filtered by structure: the compounds so far with a furan ring, fused or not.
SMILES	KCNQ2 block	CHT block	Kir21 inh
O=C(CSc1nc(-c2ccco2)cc(C(F)(F)F)n1)N1CCN(c2ccc(Cl)cc2)CC1	i	i	0.37
CCCCCn1c(CN2CCN(C(=O)c3ccco3)CC2)nc2c1c(=O)n(C)c(=O)n2C	i	i	-0.88
Cc1occc1-c1nnc(SCC(=O)N(C)C)o1	i	i	0.59

Ordered by formula weight (low to high): part of the list above
SMILES	KCNQ2 block	CHT block	Kir21 inh
CCc1cccc(NC(=O)CN(C)S(=O)(=O)c2cccs2)c1	i	i	1
Cc1noc(C)c1COc1ccccc1C(=O)NNC(=O)c1ccccc1	i	i	-0.34
O=c1[nH]c2cc3c(cc2cc1CN(Cc1nnnn1C1CCCC1)C1CCCC1)OCCO3	i	i	-0.12
O=C(COC(=O)C1COc2ccccc2O1)Nc1cccc(S(=O)(=O)N2CCCCC2)c1 (stereo not given)	i	i	0.35
O=C(C1CCCN(S(=O)(=O)c2cccc3nonc23)C1)N1CCN(c2ccccc2Cl)CC1 (stereo not given)	i	i	0.5

(next part)
SMILES	KCNQ2 block	CHT block	Kir21 inh
CCC(=O)Nc1cccc(NC(=O)c2cccc([N+](=O)[O-])c2C)c1	i	i	0.92
COc1ccc(-c2nnc(SCC(=O)c3ccc[nH]3)o2)cc1	i	i	-0.23
C=CCn1c(NCc2c[nH]c3ccccc23)nc2ccccc21	-10*	i	-5.59*
CCCCN(CCCC)Cc1ccc(C(=O)NNC(=O)Nc2ccc(Cl)cc2)o1	i	i	-1.06
COc1ccccc1C1=NC(c2ccc(F)cc2)N=C1C (stereo not given)	i	i	1.06
CN1CCN(c2nc3c(c(=O)[nH]c(=O)n3C)n2Cc2ccccc2)CC1	i	i	-0.01
CCOC(=O)/C(N=O)=C(\O)C1CCN(C(=O)OCC)CC1	i	i	-1.57
CCOc1ccc(CN(C(=O)c2oc3cc(C)ccc3c2C)C2CCS(=O)(=O)C2)cc1 (stereo not given)	i	i	-2.27
COc1ccccc1C(=O)Oc1cc(N)n(S(=O)(=O)c2ccccc2)n1	i	i	1.06
CCN1C(=O)c2cccc3c(NC(=O)c4ccc(S(=O)(=O)N(C)C)cc4)ccc1c23	i	i	-0.61
CCOc1ccc2nc(N(CCN(C)C)C(=O)/C=C/c3cccs3)sc2c1	i	i	1.17
Cc1ccc(NC(=O)c2cc(S(=O)(=O)N3CCCCC3)ccc2N2CCOCC2)cc1F	i	i	0.66
Cc1ncc(S(=O)(=O)c2ccccc2)c(-c2ccccc2)n1	i	i	-1.96
C#CCOCCOCCOCCNc1nc(N2CCN(C(=O)C([C@@H](C)CC)n3cc(C(N)COC(=O)C(F)(F)F)nn3)CC2)nc(N2CCN(C(=O)[C@H](CCCCN)n3cc(C(N)[C@H](C)CC)nn3)CC2)n1 (stereo not given in full)	i	i	0.03
Cc1nc2ccccn2c1/C(O)=C1\C(=O)C(=O)N(CCN(C)C)C1c1cccnc1 (stereo not given)	i	i	-1.12
O=C(Nc1nnc(C2CC2)s1)C1CCCCN1S(=O)(=O)c1ccccc1 (stereo not given)	i	i	-0.09
COc1cc(S(=O)(=O)N2CCOCC2)ccc1N	i	i	-2.78
COc1ccccc1-c1nnc(SCC(=O)Nc2ccc(N3CCOCC3)cc2)n1C	i	i	0.27
Nc1nonc1-n1nnc(C(=O)N/N=C/c2ccc(OCc3ccccc3F)cc2)c1CN1CCCCC1	i	i	-0.29
COc1ccc(NC(=O)NC(c2ccccc2)c2ccccc2)c(OC)c1	i	i	1.38
C/C(=N\NC(=O)c1nnn(-c2nonc2N)c1CN(C)c1ccccc1)c1ccccc1O	i	i	1.13
CC(C)(C)OC(=O)N1CCC(c2c(C(=O)N3CCN(C4CCCCC4)CC3)cnn2-c2ccccc2)CC1	i	i	-1.56
Nc1c(C(O)(C(F)(F)F)C(F)(F)F)cc(C(O)(C(F)(F)F)C(F)(F)F)c2ccccc12	i	i	-0.67
CSc1ncccc1C(=O)Nc1nc2ccc(S(C)(=O)=O)cc2s1	i	i	-1.38
O=C(CC1Nc2cccc3cccc(c23)NC1=O)Nc1ccc(F)cc1 (stereo not given)	i	-5.07*	-1.12
COc1ccc(NC(=O)CC23CC4CC(CC(Br)(C4)C2)C3)c(OC)c1	i	i	0.41
Cc1ccc2c(c1)c1c3n2CCN(C(=O)CCl)C3CCC1 (stereo not given)	i	i	-8.77*
CC(=O)Oc1cc(OC(C)=O)c2c(=O)c(-c3ccc4c(c3)OCCCO4)c(C)oc2c1	i	i	-0.76
CCC(C)n1c(-c2cccs2)nc2nc3ccccc3nc21 (stereo not given)	i	i	-0.03
C=CCn1c(O)c(N=NC(=O)c2cccnc2)c2cc(Br)ccc21	i	i	-0.03
Cc1cccc(CS(=O)(=O)c2ncc(Cl)c(C(=O)Nc3nnc(C(C)C)s3)n2)c1	i	i	-1.9
O=C(COc1ccccc1)Nc1ccc(S(=O)(=O)N2CCOCC2)cc1	i	i	-0.53
COc1cc(C(=O)NCCc2ccc3c(c2)OCCO3)ccc1OCC(=O)N1CCOCC1	i	i	1.44
O=C(Cc1ccc(F)cc1)N(c1ccccc1)C1C=CS(=O)(=O)C1 (stereo not given)	i	i	0.14
COc1ccc(CCNC(=O)CSc2nnc3ccc(-c4ccncc4)nn23)cc1	i	i	-0.19
Cn1cc(S(=O)(=O)Cc2ccc(F)cc2)c2ccccc21	i	i	1.11
Cc1ccc(CN(C(=O)COc2ccc(Br)cc2)C2CCS(=O)(=O)C2)o1 (stereo not given)	i	i	0.57
CN(C(=O)Cn1nnc(-c2ccccc2)n1)C1CCS(=O)(=O)C1 (stereo not given)	i	i	0.36
CCS(=O)(=O)C(=C1NCCO1)S(=O)(=O)CC	i	i	0.63
OC(CN1CCN(C(c2ccccc2)c2ccccc2)CC1)c1ccc(Br)cc1 (stereo not given)	i	i	0
COc1ccc(NC(=O)c2ccc(NC3CC(=O)N(c4ccc(C)cc4C)C3=O)cc2)cc1 (stereo not given)	i	i	1.15
C=CCn1c(=S)[nH]c2scc(-c3ccc(C)o3)c2c1=O	i	i	0.81
C=CCOn1c(C)c(C(C)=O)c2c3nonc3ccc21	i	i	-0.37
Cc1ccc(-c2cccc(C(=O)NCc3ccccc3)n2)c2ccccc12	i	i	0.83
COc1ccc(N2CCN(CCCNS(=O)(=O)c3c(C)noc3/C=C/N(C)C)CC2)cc1	i	i	-0.93
CC(=O)N1CCc2c(sc(NC(=O)C3CCCCC3)c2C(N)=O)C1	i	i	-0.05
COC(=O)c1cc(=O)n(CCc2ccccc2F)c(=Nc2ccc(F)c(Cl)c2)s1	i	i	2.2
C/C(=N\Nc1ccc(C(=O)O)cc1)c1ccc2c(c1)Nc1ccccc1S2	i	i	1.04

Records listed above marked active in CHT block:
SMILES	KCNQ2 block	CHT block	Kir21 inh
O=C(CC1Nc2cccc3cccc(c23)NC1=O)Nc1ccc(F)cc1 (stereo not given)	i	-5.07*	-1.12

(next part)
SMILES	KCNQ2 block	CHT block	Kir21 inh
Nc1[nH]c(N=NC(=O)c2ccc(Cl)cc2)c2ccccc12	i	i	0.01
CCS(=O)(=O)c1nc2ccccc2n1CC(=O)N1CCOCC1	i	i	0.32
COCCNC(=S)N(CCc1c(C)[nH]c2ccc(OC)cc12)Cc1ccco1	i	i	-0.26
CC(C)(CO)NC(=O)Nc1ccc(Cl)c(Cl)c1	i	i	0.19
O=C(COC(=O)c1ccccc1SCC(=O)NC1CCS(=O)(=O)C1)NC1CCS(=O)(=O)C1 (stereo not given)	i	i	-0.27
O=C(NC(=S)Nc1ccccc1O)c1cccnc1	i	i	-1.74
N#Cc1ccc(OCC(=O)n2cc(C(=O)c3cc(Cl)cc(Cl)c3O)cn2)cc1	i	i	-0.48
Cc1cc(OCc2ccc(C(=O)n3cccn3)o2)ccc1Cl	i	i	1.03
COc1cccc(CN2C(=O)Nc3ccccc3C(=O)N2C(C)(C)C)c1	i	i	-1.3
O=C(CCC(=O)c1ccc(Cl)cc1)OCC(=O)c1ccccc1	i	i	-0.86
